Akt phos inh: Akt phosphorylation inhibition. activity change, % for hits at 50 µM. 360,000 tested, 0.32% active. Neuro2A IGF-stimulated pAkt S473 HTRF, 20 min; stronger effect = lower value. AID 651550; in the data active = activity change below about -80%; inconclusive = mostly about -51% to -80%; also: % is scaled to controls: 0 for no effect and ±100 for the full control effect
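Single-point screen (50 µM final compound) in Neuro2A cells stimulated 20 min with 6 nM IGF at 37 deg C. After lysis, Ser473-phosphorylated Akt read by HTRF (ex 330 nm, em 615/665 nm) as the 665/615 ratio.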
GLP1R cytotox: cytotoxicity counter-screen for GLP-1 receptor inverse agonists; HEK293 cAMP-luciferase reporter cells, luminescence, 24 h; Potency, µM (top dose mostly 38.3 µM), for inactives: top-dose activity change, negative = inhibition, actives largely listed as inhibitors; 410,000 tested, 0.13% active;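 also: loss of luciferase light is scored as toxicity; potency is read from the fitted curve at half-maximal effect; % is scaled to controls: 0 for no effect and ±100 for the full control effect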
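MLSMR compounds, 24 hr on cells at 37 deg C/5% CO2; luminescence after luciferase reagent (12 min RT). Inhibition counted as the undesired cytotoxic outcome.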
GLP-1R inv ag: GLP-1 receptor (human) inverse agonism | P43220 | HEK293 GLP-1R CRE-luciferase, luminescence, 24 h; GLP-1R form is constitutively active | Potency, µM (doses to about 38.3 µM), for inactives: top-dose activity change, negative = inhibition, actives largely listed as inhibitors | 410,000 tested, 1.6% active | AID 624417; also: potency is read from the fitted curve at half-maximal effect; % is scaled to controls: 0 for no effect and ±100 for the full control effect; nearly all actives have a fitted effect of over 55% in size
Target sequence (P43220 whole entry, looked up): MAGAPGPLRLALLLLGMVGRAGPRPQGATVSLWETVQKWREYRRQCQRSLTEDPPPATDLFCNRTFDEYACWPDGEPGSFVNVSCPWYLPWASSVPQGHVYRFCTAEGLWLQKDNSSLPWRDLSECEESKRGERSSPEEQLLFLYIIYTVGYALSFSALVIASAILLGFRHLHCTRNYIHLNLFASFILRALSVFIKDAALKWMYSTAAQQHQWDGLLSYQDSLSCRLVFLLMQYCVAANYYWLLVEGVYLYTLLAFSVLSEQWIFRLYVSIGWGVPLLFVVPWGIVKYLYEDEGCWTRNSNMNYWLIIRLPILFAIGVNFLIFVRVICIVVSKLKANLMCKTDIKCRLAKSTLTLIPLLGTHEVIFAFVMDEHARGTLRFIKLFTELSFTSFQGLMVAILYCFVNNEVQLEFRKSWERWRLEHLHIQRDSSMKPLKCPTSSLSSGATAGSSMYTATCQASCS
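Stable HEK293 clone (constitutively active GLP-1R + cAMP-response luciferase); 200 cells/uL plated, 12 h pre-culture, compound 24 hr, 37 deg C/5% CO2; detection reagent 12 min RT; luminescence.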
aSyn yeast inh: alpha-synuclein toxicity inhibition in yeast; Yeast expressing alpha-synuclein, growth rescue, BacTiter-Glo, 24 h; Potency, µM (series often up to 46.1 µM), without a hit: at the highest dose growth rescue (activation), hits mostly activators; 370,000 tested, 0.14% active; also: potency is read from the fitted curve at half-maximal effect; % of control where 0% means no effect; nearly all actives have a fitted effect of over 65% in size
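Readout is rescue of growth in alpha-synuclein-expressing yeast, so inhibitors of toxicity appear as activators. Growth after 24 hr at 30 deg C in galactose medium is quantified by luminescence.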
FUS yeast rescue: FUS proteinopathy suppression in yeast | S. cerevisiae FUS-expressing, growth rescue, OD600, 24 h | Potency, µM (series often up to 76.6 µM), without a hit: at the top dose growth rescue (activation), most hits filed as activators | 390,000 tested, 0.24% active;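 also: potency is read from the fitted curve at half-maximal effect; plate controls were DMSO vehicle for no effect and reference control for full effect; nearly all actives have a fitted effect of over 55% in size; some results filed as inactive show a strong effect at the top dose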
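Yeast expressing FUS under galactose induction, OD 0.005 in 2% galactose medium; compounds in a dilution series, 24 h at 30C. Growth rescue by absorbance at 600 nm; CP55940 positive control, DMSO negative.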
TDP43 rescue: TDP-43 toxicity inhibition in yeast; TDP-43 expressing yeast growth rescue, BacTiter-Glo, 24 h; Potency, µM (doses to about 46.1 µM), for the others: top-dose growth rescue (activation), usual class: activators; 410,000 tested, 1.8% active; AID 652104; also: potency is read from the fitted curve at half-maximal effect; % of control where 0% means no effect; nearly all actives have a fitted effect of over 50% in size
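Growth rescue of TDP-43-toxic yeast measured as ATP luminescence (BacTiter-Glo). Cells grown to mid-log in raffinose, induced in galactose at OD600=0.02, exposed to compound 24 hr at 30 deg C.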
PTHR1 agonist: PTHR1 (human) receptor agonism | Q03431 | AID 743266 | Potency, µM (series often up to 115 µM), for the others: at the top dose activation, usual class: activators | 410,000 tested, 0.075% active | HEK293 GP2 PTHR1 cells, GloSensor cAMP luminescence, 1 h; also: potency is read from the fitted curve at half-maximal effect; nearly all actives have a fitted effect of over 55% in size; some results filed as inactive show a strong effect at the top dose; inactives centre near -15; many of its hits are not listed in these tables
Target sequence (Q03431 whole entry, looked up): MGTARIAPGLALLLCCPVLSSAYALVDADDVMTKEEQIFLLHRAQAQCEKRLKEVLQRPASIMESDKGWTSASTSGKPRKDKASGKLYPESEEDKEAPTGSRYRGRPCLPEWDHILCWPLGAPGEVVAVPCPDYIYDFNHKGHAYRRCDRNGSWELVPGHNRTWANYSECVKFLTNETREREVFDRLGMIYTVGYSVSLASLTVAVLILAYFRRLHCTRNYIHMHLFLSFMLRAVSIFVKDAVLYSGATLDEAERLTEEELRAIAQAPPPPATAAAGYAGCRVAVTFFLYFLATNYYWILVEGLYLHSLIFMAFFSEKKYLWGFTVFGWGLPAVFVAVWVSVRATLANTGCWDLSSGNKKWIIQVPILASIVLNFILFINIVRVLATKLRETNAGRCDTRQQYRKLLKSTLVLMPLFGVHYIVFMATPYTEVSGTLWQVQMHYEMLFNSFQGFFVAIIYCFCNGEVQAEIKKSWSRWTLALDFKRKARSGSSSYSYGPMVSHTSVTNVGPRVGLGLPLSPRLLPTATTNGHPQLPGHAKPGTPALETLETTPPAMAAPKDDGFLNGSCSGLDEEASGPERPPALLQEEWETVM
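HEK-293-derived GP2 cells expressing PTHR1 and a GloSensor cAMP reporter, 3,000/well, plated overnight, given luciferin plus IBMX (each 0.5 mM as added) for 1 h at 37 °C, then compound for 1 h at 37 °C. Luminescence was read after 15 min at room temperature.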
Mm-Cpn inhibitor: M. maripaludis TRiC chaperonin inhibition | purified Mm-Cpn ATPase, ADP Transcreener TR-FRET | Potency, µM (series often up to 76.9 µM), for the others: top-dose activity, negative = inhibition, usual class: inhibitors | 330,000 tested, 0.031% active; also: potency is read from the fitted curve at half-maximal effect; % is scaled to controls: 0 for no effect and ±100 for the full control effect; nearly all actives have a fitted effect of over 80% in size
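TR-FRET (320 nm excitation; 590 and 665 nm emission) reports ADP made from 10 uM ATP by 25 nM enzyme; compounds were preincubated 10 min, reaction run 30 min, both at 37°C.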
Abeta yeast res: compounds reversing amyloid beta toxicity in yeast; yeast expressing A-beta42, growth rescue, OD600, 48 h; response scale: 0% DMSO, 100% iron-clioquinol control; Potency, µM (doses to about 46.1 µM), for the others: at the top dose growth rescue, hits mostly activators; 410,000 tested, 0.063% active; AID 1347071; also: potency is read from the fitted curve at half-maximal effect; nearly all actives have a fitted effect of over 55% in size
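Growth rescue measured by 600 nm absorbance after 48 h yeast culture at 30 C with compound. Values normalized between DMSO and an equimolar ferric chloride plus clioquinol control.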
* marks the source's active call; other numbers are inactive results; i = inactive; ? = inconclusive; · = not tested or not shown; [ ] = remark or other dose. Unless noted, calls follow the shape of the dose curve; as a rule, active = well fitted curve in the direction sought with a large enough effect; inconclusive = small, poorly fitted or top-dose-only effect, or another doubt; inactive = no such curve, though single readings can be large; an effect the other way counts as inactive or inconclusive.

SMILES	Akt phos inh	GLP1R cytotox	GLP-1R inv ag	aSyn yeast inh	FUS yeast rescue	TDP43 rescue	PTHR1 agonist	Mm-Cpn inhibitor	Abeta yeast res
CC(C)CNC(=O)CSc1nc(-c2cccs2)cc(C(F)(F)F)n1	i	-14%	?	-1%	10%	8%	i	-13%	7%
COc1cc([N+](=O)[O-])ccc1NC(=O)CSc1nccn1C	i	-5%	17%	-1%	-26%	-7%	i	3%	-16%
Cc1ccccc1NC(=O)c1cccc2nccnc12	i	1%	2%	-2%	18%	7%	-17%[57.5 µM]	2%	12%
COC(=O)c1c(-c2ccc3ccccc3c2)csc1NC(=O)Cc1ccc(OC)c(OC)c1	i	-20%	?	5%	?	2%	-15%	-19%	3%
CCOC(=O)c1oc2ccc3c(c2c1C)C(=O)CC1(CCN(C(=O)OCC)CC1)O3	i	3%	10%	3%	7%	-4%	-29%[57.5 µM]	1%	27%
CCOc1ccc(S(=O)(=O)/N=C(/Nc2ccc(C)c(S(=O)(=O)N3CCOCC3)c2)c2ccccc2)cc1	i	-2%	-36%	-3%	·	10%	-1%	-2%	-1%
NC(=O)C1CCN(C(=O)CCSCc2ccc(Cl)c(Cl)c2)CC1	i	2%	5%	1%	7%	15%	-10%	-3%	5%
CCCc1cc(CN(C)C(=O)c2ccc(OC3CCN(C(C)=O)CC3)c(OC)c2)[nH]n1	i	6%	14%	2%	-9%	23%	-32%[inhibitor]	·	6%
Cc1cc(C)cc(NS(=O)(=O)c2c(C)[nH]c(=O)[nH]c2=O)c1	i	-1%	-1%	0%	4%	9%	i	1%	-4%
Cc1cc(=O)oc(C)c1C(=O)NCc1ccco1	i	3%	0%	-2%	29%	-12%	i	-2%	-14%
O=C(Cc1ccc(Cl)cc1)Nc1ccc(N2CCCC2)cc1	i	-4%	1%	0%	-23%	12%	-7%[57.5 µM]	0%	13%
COc1ccc2[nH]c(C(=O)O)c(NS(=O)(=O)c3ccc(F)cc3)c2c1	i	-17%	7%	-4%	-4%	7%	-1%	-1%	2%
COc1ccc(/C=N/NC(=O)c2cccnc2)cc1	i	6%	35%[activator]	-6%	-20%	10%	i	-1%	-30%
COc1ccccc1C(=O)N/C(=C\c1ccc(Br)cc1)C(=O)NCCO	i	4%	1%	-3%	12%	-9%	12%[57.5 µM]	3%	-7%
Cc1nc(NC2CCCCC2)c2nnn(Cc3ccccc3Cl)c2n1	i	2%	-11%	-2%	-18%	8%	-29%	1%	-4%

The last 4 compounds of the section before come first, to join the parts.
SMILES	Akt phos inh	GLP1R cytotox	GLP-1R inv ag	aSyn yeast inh	FUS yeast rescue	TDP43 rescue	PTHR1 agonist	Mm-Cpn inhibitor	Abeta yeast res
COc1ccc2[nH]c(C(=O)O)c(NS(=O)(=O)c3ccc(F)cc3)c2c1	i	-17%	7%	-4%	-4%	7%	-1%	-1%	2%
COc1ccc(/C=N/NC(=O)c2cccnc2)cc1	i	6%	35%[activator]	-6%	-20%	10%	i	-1%	-30%
COc1ccccc1C(=O)N/C(=C\c1ccc(Br)cc1)C(=O)NCCO	i	4%	1%	-3%	12%	-9%	12%[57.5 µM]	3%	-7%
Cc1nc(NC2CCCCC2)c2nnn(Cc3ccccc3Cl)c2n1	i	2%	-11%	-2%	-18%	8%	-29%	1%	-4%
COc1ccc(S(=O)(=O)N2CCSC2c2ccccc2)cc1 (stereo not drawn)	i	-4%	0%	15%	15%	25%	-16%[57.5 µM]	1%	15%
O=C(Oc1cccc(C(=O)N2CCOCC2)c1)c1ccc(Br)cc1	i	-9%	2%	4%	8%	15%	-22%[57.5 µM]	1%	9%
O=C(Nc1nnc(-c2ccc3c(c2)CCCC3)o1)c1ccc(Cl)cc1Cl	i	?	?	?	9%	4µM*	-10%	-5%	?
C/C=C(/C)C(=O)O[C@@H]1c2cc3c(c(OC)c2-c2c(cc(OC)c(OC)c2OC)[C@@H](OC(C)=O)[C@@H](C)[C@H]1C)OCO3	i	-6%	-7%	-5%	5%	8%	-16%	-1%	-12%
CC(C)C(c1nnnn1Cc1ccc(F)cc1)N1CCN(Cc2ccc3c(c2)OCO3)CC1 (stereo not drawn)	i	-7%	?	4%	-5%	1%	-21%[57.5 µM]	-1%	12%
O=C(OCC(=O)N1CCCCCC1)c1cccs1	i	9%	?	-3%	15%	-18%	-39%[inhibitor][57.5 µM]	-3%	13%
S=C(NC1CCCC1)N1CCN(C/C=C/c2ccccc2)CC1	i	-14%	?	1%	3%	-7%	-23%	0%	6%
CC(=O)C[C@H](O)CC(=O)[C@H]1OC(=O)CCCCCCCCc2ccccc21	i	-22%	13%	2%	16%	0%	i	-3%	17%
O=C1CCC(=O)c2oc3ccccc3c2N1	i	18%	14%	-2%	?	-3%	25%[57.5 µM]	1%	-7%
O=C(Nc1ccccc1)Nc1nnc(SCC(=O)N2CCCCC2)s1	·	1%	-21%	·	-3%	-3%	-90%[inhibitor]	·	2%
CCOC(=O)Cc1cc(=O)[nH]c(/N=C(\N)Nc2ccc(C)c(C)c2)n1	i	0%	11%	0%	16%	-9%	i	4%	-17%
O=C1CC(N2CCN(c3ccc(O)cc3)CC2)C(=O)N1c1ccc2c(c1)OCO2 (stereo not drawn)	i	-7%	-5%	4%	24%	-29%	-23%	0%	30%
COc1ccc2nc(C)cc(SCC(=O)NNC(=O)COc3ccc(C)cc3)c2c1	·	9%	-18%	·	-25%	0%	i	-7%	9%
COc1ccc(OC)c(/C=N/NC(=O)CCN2CCN(C(c3ccccc3)c3ccccc3)CC2)c1	i	-5%	?	-2%	-8%	11%	i	-1%	10%
Cc1cccc(CSC2=NCCN2C(=O)c2ccc(S(=O)(=O)N(C)C)cc2)c1	i	-6%	11%	-1%	-24%	-5%	-22%	-2%	-5%
O=c1[nH]ncc(N2CCN(Cc3ccccc3)CC2)c1Cl	i	-9%	-5%	0%	1%	-21%	i	-2%	-15%
Cc1ccc(SC[C@H](c2ccccc2)N2CCN(C)CCC2=O)cc1	i	-29%	-15%	-7%	-12%	14%	-12%	1%	3%
Cc1nc(CN2CCN(C(=O)CCc3nnc(Cc4c[nH]c5ccccc45)o3)CC2)cs1	i	-9%	16%	-1%	15%	-8%[0.397 µM]	i	1%	3%
CN(C(=O)c1cc(COc2c(F)cccc2F)on1)C1CCOC1 (stereo not drawn)	i	0%	7%	1%	-4%	19%	i	-2%	15%
COc1ccc(C(C(=O)NCC2CCCO2)N(C(=O)Cn2nnc3ccccc32)c2ccc(NC(C)=O)cc2)c(OC)c1 (stereo not drawn)	i	-7%	0%	0%	27%	-7%	-2%	1%	-6%
CCc1ccc(-n2nc(CO)c(C(=O)NCCCc3ccccc3)n2)cc1	·	1%	4%	·	1%	10%	-19%	·	-2%
Cc1ccc(CN2CCN(Cc3ccco3)CC2)cc1	i	-7%	-14%	-3%	-16%	-13%	i	-1%	-3%
O=Cc1cn(CC(=O)N2CCCCCC2)c2ccccc12	i	0%	-3%	0%	-4%	2%	i	1%	2%
Cc1noc(C)c1S(=O)(=O)N1CCC(C(=O)NCCN2CCC(C)CC2)CC1	i	-9%	1%	-5%	8%	-9%	i	2%	-3%
COc1ccccc1-c1nnc(SCC(=O)Nc2cccnc2Cl)n1C	i	-9%	-6%	-6%	-24%	12%	i	1%	14%
CC(C)NC(=O)N(C)C[C@@H]1Oc2c(NS(=O)(=O)c3ccccc3)cccc2C(=O)N([C@@H](C)CO)C[C@@H]1C	i	1%	17%	-12%	9%	15%	i	-5%	0%
CN(C)Cc1c(C(=O)N/N=C/c2ccccc2OCc2ccc(F)cc2)nnn1-c1nonc1N	i	12%	7%	0%	-1%	-9%	12%	2%	-12%
Cc1ccccc1C(=O)N1CCN=C1SCc1ccc([N+](=O)[O-])cc1	i	-5%[0.307 µM]	8%[0.307 µM]	2%	13%	?	-23%	1%	29%
O=C1COc2ccc(C(=O)COC(=O)c3ccccc3F)cc2N1	i	-4%	32%	1%	1%	23%	-31%[inhibitor]	-22%	8%
Cc1ccc(N2C(=O)CC(Nc3cccc4ccccc34)C2=O)cc1 (stereo not drawn)	i	-1%	7%	-1%	3%	23%	-13%	-1%	21%
O=c1c2c3c(sc2nc(N2CCNCC2)n1CCc1ccccc1)CCCCC3	i	4%	-7%	2%	-8%	4%	i	-5%	3%
Cc1ccc(-n2c(N)c(C(N)=O)sc2=S)c(C)c1	i	1%	-1%	-31%[inhibitor]	·	18%	i	-2%	3%
COc1ccc(S(=O)(=O)Nc2ccc3c(c2)C(=O)N([C@@H](C)CO)C[C@@H](C)[C@H](CN(C)S(=O)(=O)c2ccc(F)cc2)OCCCC[C@H](C)O3)cc1	i	-7%	?	0%	?	?	-7%	·	15%
CCOC(=O)c1ccc(N=c2sc(C(=O)OC)cc(=O)n2Cc2ccco2)cc1	i	?	4.5µM*	-1%	22%	21%	-6%	1%	-9%
COc1ccc(CCN2CCC(CNC(=O)c3cnn(-c4ccc(C)cc4)c3C3CCN(C(=O)OC(C)(C)C)CC3)CC2)cc1	·	-2%	-4%	·	?	-9%	?	·	-3%
Cc1cc(Br)cn2ccnc12	i	9%	6%	2%	16%	12%	i	-3%	8%
CC(C)(C)c1cc(C(=O)N/N=C/c2ccc(-c3ccccc3[N+](=O)[O-])o2)n[nH]1	i	0%	14%	-3%	?	12%	-1%	0%	4%
Cc1ccc(C)c(N2CCN(C(=O)c3ccc4c(c3)N(Cc3ccc(F)cc3)C(=O)c3ccccc3S4=O)CC2)c1 (stereo not drawn)	·	3%	3%	·	-8%	15%	-13%	·	-2%

This is a subset; rates above refer to the full screens.
